PrPC surface inh – inhibitors of human cell surface prion protein PrPC, primary screen, cell-based, TR-FRET; actives 0.43% (n = 370,000); Major prion protein (Homo sapiens), P04156; inhibition, % at 13.8 µM; TR-FRET read-out; AID 720596, 2013; in the data active = inhibition above about 24%; note: 0% = median of the test wells and 100% = reference compound wells
Y pestis TopoI – Yersinia pestis topoisomerase I inhibitors, primary screen, biochemical, cleavage product accumulation, plate reader, single point; DNA topoisomerase I (Yersinia pestis CO92); Y. pestis Topo-I cleavage product accumulation; activity, % at 10 µM; actives 0.064% (n = 360,000); in the data active = activity above about 50%, passing the limit was not always enough; note: inactives centre near 2
Anthrax LF prot – Bacillus anthracis LF protease inhibitors, primary screen, biochemical, multiplex microsphere, MLPCN library. Lethal factor (Bacillus anthracis), P15917. AID 588501, 2011. inhibition, % at 10 µM. actives 0.12% (n = 360,000). multiplex microsphere protease cleavage assay; note: plate controls were buffer without enzyme for full effect and enzyme alone for no effect
PriA SSB inh – inhibitors of Klebsiella pneumoniae PriA binding to SSB C-terminal tail, primary screen, biochemical, AlphaScreen. AlphaScreen SSBct-PriA binding, biotinylated peptide. inhibition, % at 33 µM. actives 0.6% (n = 430,000); in the data active = inhibition mostly above about 37%, no sharp cut-off; inactive = mostly below about 20%;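 note: plate controls were negative control peptide for no effect and reference peptide for full effect; strong numbers were not always called active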
BoNT A protease – BoNT/A light chain protease inhibitors, primary screen, biochemical, flow cytometry, MLPCN library | multiplex microsphere protease substrate cleavage | AID 588499, 2011 | Botulinum neurotoxin type A light chain protease (Clostridium botulinum A str. ATCC 3502) | actives 0.17% (n = 360,000) | inhibition, % at 10 µM; note: plate controls were buffer without enzyme for full effect and enzyme alone for no effect
TcdB GH inh – TcdB glycohydrolase inhibitors, primary screen, biochemical, single point, plate reader. actives 0.24% (n = 350,000). AID 652162, 2013. TcdB glycohydrolase enzymatic assay. inhibition, % at 9.99 µM. Toxin B (Clostridioides difficile), P18177; in the data active = inhibition above about 10%
Target sequence (P18177 whole entry, looked up): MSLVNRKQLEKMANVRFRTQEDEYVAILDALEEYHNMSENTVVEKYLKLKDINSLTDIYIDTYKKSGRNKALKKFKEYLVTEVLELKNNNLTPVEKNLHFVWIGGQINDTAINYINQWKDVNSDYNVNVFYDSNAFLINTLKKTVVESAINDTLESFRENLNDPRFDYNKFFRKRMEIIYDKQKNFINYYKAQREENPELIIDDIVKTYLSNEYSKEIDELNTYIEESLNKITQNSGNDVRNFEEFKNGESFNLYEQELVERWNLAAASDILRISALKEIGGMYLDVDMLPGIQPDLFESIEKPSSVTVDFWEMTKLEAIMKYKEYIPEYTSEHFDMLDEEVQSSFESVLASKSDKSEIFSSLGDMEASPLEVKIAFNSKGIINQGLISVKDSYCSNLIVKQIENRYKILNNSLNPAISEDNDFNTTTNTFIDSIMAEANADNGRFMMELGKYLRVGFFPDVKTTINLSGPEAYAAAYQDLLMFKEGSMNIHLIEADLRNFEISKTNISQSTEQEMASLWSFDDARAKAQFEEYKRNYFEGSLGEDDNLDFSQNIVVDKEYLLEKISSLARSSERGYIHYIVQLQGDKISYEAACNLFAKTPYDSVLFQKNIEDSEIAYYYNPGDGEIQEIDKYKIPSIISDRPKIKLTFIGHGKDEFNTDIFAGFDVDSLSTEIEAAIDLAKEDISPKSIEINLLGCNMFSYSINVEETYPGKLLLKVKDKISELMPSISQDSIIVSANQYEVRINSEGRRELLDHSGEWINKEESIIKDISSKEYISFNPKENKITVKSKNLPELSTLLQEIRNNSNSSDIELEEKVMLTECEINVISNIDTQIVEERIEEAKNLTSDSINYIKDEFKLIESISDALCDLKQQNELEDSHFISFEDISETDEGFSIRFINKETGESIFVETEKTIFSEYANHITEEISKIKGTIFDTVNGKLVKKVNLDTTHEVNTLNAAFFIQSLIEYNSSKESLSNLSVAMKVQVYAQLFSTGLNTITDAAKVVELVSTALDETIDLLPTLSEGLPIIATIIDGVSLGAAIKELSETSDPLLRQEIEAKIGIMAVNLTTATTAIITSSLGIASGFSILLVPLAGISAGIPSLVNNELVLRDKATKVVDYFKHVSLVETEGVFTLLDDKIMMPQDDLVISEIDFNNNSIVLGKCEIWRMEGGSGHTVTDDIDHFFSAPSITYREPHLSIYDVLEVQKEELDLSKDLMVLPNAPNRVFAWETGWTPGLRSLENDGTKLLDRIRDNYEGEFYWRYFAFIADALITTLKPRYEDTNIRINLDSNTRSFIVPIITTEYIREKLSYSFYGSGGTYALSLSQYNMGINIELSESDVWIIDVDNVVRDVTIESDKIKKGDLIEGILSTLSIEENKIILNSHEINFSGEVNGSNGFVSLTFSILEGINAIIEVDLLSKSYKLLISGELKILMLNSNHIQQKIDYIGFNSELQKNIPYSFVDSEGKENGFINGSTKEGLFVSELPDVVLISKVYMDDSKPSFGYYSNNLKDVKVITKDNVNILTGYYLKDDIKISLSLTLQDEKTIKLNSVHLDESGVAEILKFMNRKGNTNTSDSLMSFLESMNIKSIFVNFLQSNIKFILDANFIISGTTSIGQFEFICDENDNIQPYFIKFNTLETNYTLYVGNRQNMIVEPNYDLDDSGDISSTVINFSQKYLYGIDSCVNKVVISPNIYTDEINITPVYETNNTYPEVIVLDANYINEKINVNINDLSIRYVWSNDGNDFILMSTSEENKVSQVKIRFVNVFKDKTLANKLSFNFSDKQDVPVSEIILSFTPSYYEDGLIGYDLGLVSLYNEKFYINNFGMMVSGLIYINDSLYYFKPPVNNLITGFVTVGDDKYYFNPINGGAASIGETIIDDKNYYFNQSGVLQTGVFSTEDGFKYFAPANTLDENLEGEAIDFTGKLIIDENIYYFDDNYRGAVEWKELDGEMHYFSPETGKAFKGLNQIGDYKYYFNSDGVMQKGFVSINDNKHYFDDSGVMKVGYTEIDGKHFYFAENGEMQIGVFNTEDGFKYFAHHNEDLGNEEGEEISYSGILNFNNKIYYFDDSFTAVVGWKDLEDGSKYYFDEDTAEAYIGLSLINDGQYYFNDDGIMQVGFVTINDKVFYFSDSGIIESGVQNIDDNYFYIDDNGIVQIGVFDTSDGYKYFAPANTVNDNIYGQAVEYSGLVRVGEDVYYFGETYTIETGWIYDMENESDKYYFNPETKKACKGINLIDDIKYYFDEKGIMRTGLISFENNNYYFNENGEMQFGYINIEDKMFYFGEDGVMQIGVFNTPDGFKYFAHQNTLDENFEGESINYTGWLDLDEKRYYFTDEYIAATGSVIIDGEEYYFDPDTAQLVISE
3CLpro inhibitor – SARS-CoV 3CLpro protease inhibitors, primary screen, biochemical, quenched FRET; Replicase polyprotein 1ab (Severe acute respiratory syndrome coronavirus), P0C6X7; AID 1706, 2009; actives 0.14% (n = 290,000); recombinant SARS-CoV 3CLpro, quenched FRET peptide cleavage; inhibition, % at 6 µM; in the data active = inhibition above about 12%
PfHsp40 rescue – rescue of yeast from PfHsp40 toxicity, primary screen, S. cerevisiae, ATP luminescence | growth rescue, % at 12.5 µM | S. cerevisiae expressing PfHsp40, growth rescue | actives 0.68% (n = 340,000) | AID 504582, 2011; in the data active = growth rescue above about 28%, passing the limit was not always enough;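 note: yeast W303a lacking pdr1 and pdr3 grown in galactose medium; growth measured after three days at 30 °C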
BH1578 lux ind – inducers of Vibrio cholerae quorum light production without autoinducers, primary screen, BH1578 luxS cqsA deficient, single point. actives 0.16% (n = 350,000). V. cholerae BH1578 lux reporter, luminescence, 6 h. activation, % at 18.7 µM; in the data active = activation mostly above about 9.7%, no sharp cut-off; note: not every result past the cut was called active; inactives centre near 0; reference of the scale not given here
Numbers without * were called inactive; i = inactive; / = no result given; & = joins results of further samples. Cut-off read from the data, not from the text of the source, unless noted: active = inhibition above about 30%; inconclusive = no clear call, values can overlap the other calls; inactive = below that.

| Molecule | PrPC surface inh | Y pestis TopoI | Anthrax LF prot | PriA SSB inh | BoNT A protease | TcdB GH inh | 3CLpro inhibitor | PfHsp40 rescue | BH1578 lux ind |
| --- | --- | --- | --- | --- | --- | --- | --- | --- | --- |
| COc1cc(C(=O)NCC(=O)OCCN2C(=O)c3ccccc3C2=O)cc(OC)c1OC | -4 | -3 | 3 | -1 | 0.8 | -0.6 | 5 | 0.5 | -0.2 |
| CCOc1c(Cl)cnn(-c2ccc(C)cc2)c1=O | -7 | -10 | 0 | -16 | 0.0 | / | -4 | 1.0 | -0.2 |
| CCOC(=O)C(NC(=O)CC)(Nc1ccccc1OC)C(F)(F)F (stereo not given) | 7 | 0 | 1 | 5 | 0.4 | / | 4 | 0.2 | 0.5 |
| COc1ccc(NCc2n[nH]nc2-c2ccccc2)cc1Cl | 9 | -7 | -4 | -30 | 0.0 | / | 8 | 0.1 | i |
| CC(C)CNC(=O)COC(=O)c1cc(S(=O)(=O)N2CCCCC2)ccc1N1CCOCC1 | -4 | -2 | -1 | -1 | 0.4 | / | 1 | -1.4 | i |
| Nc1nc(-c2ccc(Br)cc2)cs1 | 0 | -8 | -4 | 11 | 0.1 | / | -1 | 1.7 | -5.0 |
| COc1ccccc1N(C)S(=O)(=O)c1ccc(Cl)c(C(=O)NNC(=O)c2ccccc2O)c1 | 2 | -2 | 0 | -10 | 2.8 | 1.5 | 6 | 218* | i |
| O=C1Cc2c([nH]c3ccc(Br)cc23)-c2ccccc2N1 | 5 | -3 | 1 | / | -0.3 | 0.5 | / | -0.4 | i |
| CCCCn1c(SCC(=O)Nc2ccc3c(c2)OCCO3)nnc1C(CC)N(C)C (stereo not given) | 4 | 3 | / | -1 | / | -0.4 | / | -2.4 | -2.0 |
| O=C(NCCCN1CCOCC1)C(=O)NCC1OCCN1S(=O)(=O)c1ccc(F)cc1 (stereo not given) | -2 | 13 | -1 | 5 | 0.6 | -0.2 | -9 | -0.6 | -0.1 |
| Cc1ccc(NC(=O)CSc2nnc(-c3cc(C)on3)o2)cc1 | 1 | -2 | 3 | 8 | 0.8 | 1.2 | 2 | -1.1 | -0.9 |
| COc1ccccc1CNC(=O)CS(=O)(=O)Cc1ccccc1 | 4 | -3 | 0 | -15 | -0.2 | 0.4 | 0 | -1.3 | i |
| O=C(c1ccc(Cl)cc1)N1CCN(C(=O)c2ccco2)CC1 | 2 | 1 | -1 | -1&-8 | 0.1 | / | -2 | -0.4 | -0.5 |
| N#Cc1cc([N+](=O)[O-])ccc1Oc1ccc(-c2nnco2)cc1 | -41 | 0 | -1 | -1 | -0.1 | -1.1 | -5 | 2.0 | 0.8 |
| Cc1ccccc1Cn1cc(CCC(=O)N2CCOCC2)c2ccccc21 | -2 | 54* | -3 | 8 | -2.9 | 0.2 | 1 | 4.3 | -0.8 |
| CCNC(=S)Nc1cc(OC)c(NC(=O)c2ccco2)cc1OC | 5 | 1 | 6 | 1 | 0.7 | -0.3 | -3 | -1.1 | 4.0 |
| CC1(c2cccc([N+](=O)[O-])c2)CC(C)(C)N(C(=O)c2ccccc2)c2ccccc21 (stereo not given) | -3 | 14 | 0 | -5 | 1.8 | / | 2 | 9.1 | -0.2 |
| CCOc1ccc(S(=O)(=O)N2CCN(C(=O)c3oc4ccccc4c3C)CC2)cc1 | -2 | 21 | -3 | -7 | 4.5 | -0.8 | / | 1.1 | i |
| S=c1[nH]nc(C(c2ccccc2)C2CCCCC2)o1 (stereo not given) | 4 | -10 | -4 | -4 | -0.4 | 0.9 | 1 | 0.0 | -0.4 |
| O=P(CCCCCCCCCP(=O)(c1ccccc1)c1ccccc1)(c1ccccc1)c1ccccc1 | 6 | 34 | -4 | -2 | -0.7 | / | 7 | 7.7 | i |

The list goes on (3 carried over from the part before).
| Molecule | PrPC surface inh | Y pestis TopoI | Anthrax LF prot | PriA SSB inh | BoNT A protease | TcdB GH inh | 3CLpro inhibitor | PfHsp40 rescue | BH1578 lux ind |
| --- | --- | --- | --- | --- | --- | --- | --- | --- | --- |
| CCOc1ccc(S(=O)(=O)N2CCN(C(=O)c3oc4ccccc4c3C)CC2)cc1 | -2 | 21 | -3 | -7 | 4.5 | -0.8 | / | 1.1 | i |
| S=c1[nH]nc(C(c2ccccc2)C2CCCCC2)o1 (stereo not given) | 4 | -10 | -4 | -4 | -0.4 | 0.9 | 1 | 0.0 | -0.4 |
| O=P(CCCCCCCCCP(=O)(c1ccccc1)c1ccccc1)(c1ccccc1)c1ccccc1 | 6 | 34 | -4 | -2 | -0.7 | / | 7 | 7.7 | i |
| Cc1cccc(OC(=O)C2C(c3ccccc3)C(C(=O)O)C2c2ccccc2)c1 (stereo not given) | 18 | 9 | -1 | -7 | 2.8 | / | 9 | -0.6 | i |
| CCC(C(=O)NC1CCCC1)N(C(=O)Cn1nnc(-c2ccc(C)o2)n1)c1ccc(OC)c(OC)c1 (stereo not given) | -3 | 2 | 9 | -2 | -1.5 | 0.8 | -8 | 1.8 | i |
| O=[N+]([O-])c1cc(/C=N/N2CCN(c3ccccc3)CC2)ccc1Cl | -3 | -4 | 6 | / | 0.9 | 0.4 | 4 | -1.1 | -0.6 |
| CCOc1ccc(-n2cc(C(=O)N3CCC(C)CC3)c3cc(OC)c(OC)cc3c2=O)cc1 | -1 | 34 | 1 | -1 | -1.4 | 0.7 | 3 | 1.2 | i |
| N/C(=N\OC(=O)c1ccccc1Cl)c1cccnc1 | -5 | 2 | 8 | / | 0.3 | / | 1 | 2.9 | -0.2 |
| N#CCC(=O)Nc1ccc(C(=O)NNC(=S)NC2CCCCC2)cc1 | -5 | 2 | -3 | 2 | 0.2 | -0.7 | / | / | -0.1 |
| O=C1c2ccccc2C(=O)N1n1c(=O)[nH]c2ccccc2c1=O | 5 | -1 | 0 | -6 | -0.5 | / | -3 | -0.9 | 1.2 |
| Cc1c(NC(=O)C(C)OC(=O)COc2ccccc2)c(=O)n(-c2ccccc2)n1C (stereo not given) | 2 | 4 | -2 | -6 | 0.4 | -0.2 | 1 | 0.8 | 1.2 |
| Cc1ccc2c(Cl)cc(Cl)c(OCC(=O)N(C(C)C)C(C)C)c2n1 | 10 | 2 | -6 | -11 | 0.8 | 0.2 | 0 | 0.3 | -0.2 |
| O=C(C1CC2C=CC1C2)N1CCN(c2ccccc2)CC1 (stereo not given) | 6 | -1 | -3 | -9 | -0.4 | 1.2 | 3 | 1.0 | 0.1 |
| COc1ccc(F)cc1C(=O)C1CCCN(C(=O)c2ccc(C(C)=O)s2)C1 (stereo not given) | 2 | 11 | -2 | 0 | -0.5 | 0.4 | -1 | 2.4 | i |
| O=C1CNC(=O)/C(=C/c2ccco2)N1 | -11 | 9 | -2 | -1 | 0.5 | -1.7 | 0 | -0.7 | -0.1 |
| C=CCNC(=S)NNC(=O)CC12CC3CC(CC(C3)C1)C2 | -2 | 0 | 10 | -8 | -6.1 | 0.5 | -2 | 1.6 | i |
| COc1ccc(Nc2nc(N)nc(CSC(=S)N3CCN(c4ccccc4)CC3)n2)cc1 | 4 | 4 | 0 | 22 | -0.8 | 0.6 | 5 | 5.4 | 2.1 |
| CCCCC1S/C(=N/N=C/c2ccc(OC)cc2)N(Cc2ccc(OC)cc2)C1=O (stereo not given) | -7 | 20 | -2 | / | 0.4 | / | -1 | -2.0 | / |
| COc1ccccc1NC(=S)NCC1CCCCC1 | 1 | -2 | 0 | 0 | -1.1 | 0.1 | 4 | 0.0 | i |
| COC(=O)Cc1[nH]n(-c2nc3ccccc3s2)c(=O)c1C(C)=Nc1ccc(Cl)cc1 | -4 | 15 | -3 | 2 | -1.2 | 1.4 | 4 | 24 | i |
| O=C(Nc1ccc(S(=O)(=O)N2CCc3ccccc3C2)cc1)c1ccccc1 | -6 | -3 | -2 | -7 | -0.9 | / | 5 | -0.3 | -0.2 |
| COc1ccccc1Cc1c(-c2ccc(Cl)cc2)nc2ccc(Cl)cn12 | 7 | / | 8 | / | 8.9 | 0.7 | / | / | / |
| Cc1ccc2c(c1)NC(=O)C(CC(=O)NCCCN1CCN(c3cc(Cl)ccc3C)CC1)O2 (stereo not given) | -13 | -3 | 1 | 1 | 0.3 | -1.9 | 5 | -0.4 | i |

(list continues)
SMILES | PrPC surface inh | Y pestis TopoI | Anthrax LF prot | PriA SSB inh | BoNT A protease | TcdB GH inh | 3CLpro inhibitor | PfHsp40 rescue | BH1578 lux ind
Cc1ccc(CNC(=O)C2CCCN(S(=O)(=O)c3cnc[nH]3)C2)cc1 (stereo not given) | -3 | -5 | 5 | -8 | -0.5 | 0.8 | 0 | -0.9 | -0.2
Cc1cc(C)nc(NC(=O)c2ccc(Br)s2)n1 | -4 | 2 | / | 0 | / | 0.6 | -2 | -0.9 | -0.2
CCOC(=O)c1ccc(NC(=S)NCCCN2CCN(C3CCCCC3)CC2)cc1 | -11 | 6 | -3 | -3 | -1.4 | 0.3 | 4 | 0.1 | 0.5
Cc1ccc(CONC(=O)c2ccccc2)cc1 | -15 | 0 | -4 | -4 | -1.1 | 0.8 | 0 | -0.3 | -0.1
CCCC(=O)NC(Nc1ccc(S(=O)(=O)Nc2cc(C)on2)cc1)(C(=O)OCC)C(F)(F)F (stereo not given) | 6 | 4 | 3 | -12 | 0.1 | / | -9 | 0.1 | -1.7
C=CCn1c(SCC(=O)NCc2ccco2)nc2ccccc2c1=O | -2 | -1 | -6 | -4 | -0.9 | 1.6 | -3 | -0.2 | i
CC1CC(C)CN(C(CCc2ccccc2)C(=O)NC2CCCCC2)C1 (stereo not given) | 9 | / | -3 | / | -0.3 | -0.4 | / | / | /
CC(=O)Nc1nc(-c2ccc3c(c2)CCN3C(=O)C2CC2)c(C)s1 | 2 | 8 | -1 | -10 | -0.7 | 2.4 | -7 | -0.3 | -0.2
COc1cccc(-c2cnc3c(NC(C)=O)cc(-c4cc(F)ccc4OC)cn23)c1 | -3 | 35 | -9 | / | -0.3 | 1.6 | / | / | i
CC(CN1CCOCC1)OC(=O)c1ccc(Cl)cc1Cl (stereo not given) | 5 | 2 | 6 | -13 | 0.0 | -0.1 | 0 | -2.0 | i
COc1ccc(NS(=O)(=O)c2cc(N=Nc3c(O)[nH]c(=O)[nH]c3=O)ccc2Cl)cc1 | -39 | 2 | 1 | 5 | -0.4 | 11* | / | 0.3 | i
Cn1ccc(=Nc2ccc(NC(=O)c3ccc(N=c4ccn(C)c5ccc([N+](=O)[O-])cc45)cc3)cc2)cc1 | -46 | -46 | -26 | -15 | -0.3 | 1.1 | -13 | 236* | 52*
CCC(COC(=O)c1ccccc1)Oc1cc(NCc2ccccc2)c2ncn(C(C)C)c2c1 (stereo not given) | -3 | 23 | -6 | 18 | 0.4 | / | / | -0.8 | -1.6
CCOC(=O)c1cccc(NC(=O)Cn2nc(C)n3cccc3c2=O)c1 | -6 | 2 | -2 | -12 | 3.3 | 1.0 | -4 | -0.1 | -1.7
CCCNC(=O)c1nc2ncc(Br)cn2n1 | 1 | -2 | -14 | -7 | -4.4 | / | 4 | -0.5 | i
Fc1cccc(CN2CCSCC2)c1 | 9 | 8 | -1 | 0 | 2.0 | 0.6 | 5 | 0.8 | -0.7
O=C(O)c1cccc(C(=O)Nc2cccc(NC(=O)C3CCCO3)c2)c1 (stereo not given) | -6 | 9 | -3 | -13 | 0.5 | / | -1 | -0.4 | 0.2
COc1ccccc1-c1cccc([C@@H]2C[C@H]3[C@H](CON3C)CN2C)c1 | -6 | 2 | -5 | -16 | -0.7 | 1.9 | / | -1.6 | -0.7
COC(=O)C1C(c2ccccc2)C(C(=O)N2CCN(C)CC2)C1c1ccccc1 (stereo not given) | 2 | 0 | -21 | -7 | -3.8 | / | -4 | 1.8 | -0.7
COCCCNC(=O)c1ccc(Cn2c(=O)c3ccccc3n(CC(=O)NCCc3ccc(OC)c(OC)c3)c2=O)cc1 | 4 | 3 | -8 | 2 | -0.4 | 0.7 | 5 | -1.2 | 0.5

Compound activity deposited in PubChem by several laboratories.

These rows are one share of the data; the hit share may differ from the screen's.
